NCOA3 inh: inhibits human SRC3 coactivator | Q9Y6Q9 | hit rate 0.17% among 360,000 | HEK293 GAL4-SRC3 luciferase reporter, luminescence | inhibition, % at 3.6 µM;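 active means inhibition above a per-campaign cutoff, the mean of all compounds plus 3 SD, cut at about 60% in these data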;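 further: 0% = DMSO-treated cells and 100% = gossypol-treated cells at 36 µM; higher means less SRC3-driven luciferase light from the GAL4 reporter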
SRC1 inh: inhibits human SRC1 coactivator; Q15788; HEK293 GAL4-SRC1 luciferase reporter, luminescence; hit rate 0.12% among 360,000; inhibition, % at 3.6 µM;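 active means inhibition above the campaign mean plus 3 SD, with each screening campaign given its own cutoff, cut at about 60% in these data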;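 further: 0% = DMSO treated cells and 100% = gossypol at 36 µM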
TLR9-MyD88 inh: inhibitors of human TLR9-MyD88 binding; inhibition, % at 4.98 µM; hit rate 0.21% among 340,000; Q9NR96+Q99836; CHO BLA complementation TLR9-MyD88, CCF4 FRET ratio;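 active means inhibition above the mean over all tested compounds plus 3 SD, cut at about 21% in these data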;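 further: 0% = DMSO only wells and 100% = clavulanate BLA inhibitor control wells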
ABHD5 PLIN5 PPI: blocks binding of human ABHD5 to perilipin-5. Split G. princeps luciferase complementation, luminescence, 4 h. Q00G26+Q8WTS1. inhibition, % at 4 µM. hit rate 0.78% among 360,000;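 active means inhibition above the mean inhibition across every tested compound plus 3 SD, cut at about 22% in these data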;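 further: 0% = DMSO only wells and the 100% control is not disclosed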
SRC2 inh: human SRC2 (NCOA2) inhibition; inhibition, % at 9 µM; hit rate 0.17% among 370,000; Q15596; HEK293 GAL4-SRC2 luciferase reporter, luminescence;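 active means inhibition above the mean inhibition of all tested compounds plus 3 SD, set per campaign, cut at about 52% in these data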;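 further: 0% = DMSO treated cells and 100% = cells given Gossypol at 36 µM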
TROY NFkB inh: blocks TROY-dependent signaling in reporter cells; Q293 LMP1-TROYcd NF-kB luciferase reporter, 4 h; inhibition, % at 10 µM; hit rate 0.98% among 360,000;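 active means compounds whose plate-normalised and pattern-corrected inhibition of the luciferase reporter signal at the single screening dose is 50% or more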
COUP-TFII inh: NR2F2 (human) inhibition, primary screen | P24468 | HEK293T NGFI-A luciferase reporter, luminescence | inhibition, % at 8.6 µM | hit rate 0.7% among 370,000 | AID 686940;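 active means inhibition above a per-plate cutoff, mean inhibition of test wells between control levels plus 3 SD, cut at about 38% in these data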;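 further: cells cotransfected with COUP-TFII expression vector driving the NGFI-A reporter; 0% = median of COUP-TF2 test wells and 100% = reporter-only cells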
TWEAK Fn14 block: inhibitors of TWEAK-Fn14 interaction signaling; TWEAK-stimulated Fn14 reporter cells, luciferase luminescence, 8 h; hit rate 2% among 360,000; AID 1159606; inhibition, % at 10 µM; in the data active means inhibition above about 50%
NOD2-RIPK2 inh: inhibitors of human NOD2-RIPK2 interaction. O43353. inhibition, % at 4.98 µM. AID 624267. hit rate 0.38% among 360,000. CHO BLA complementation NOD2-RIPK2, CCF4 ratio; in the data active means inhibition above about 21%;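 further: 0% = vehicle only and 100% = reference blocker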
Exocytosis inh: lytic granule exocytosis inhibition; TALL-104 LAMP-1 surface exposure, flow cytometry; cells stimulated with thapsigargin and PMA; inhibition, % at 10 µM; hit rate 0.66% among 360,000; AID 651702;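 active means inhibition above about 55%, limit read from the data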
LRH-1 inv ag: NR5A2 inverse agonism in reporter assay. O00482. hit rate 0.13% among 360,000. HEK293T StAR-luciferase reporter, LRH-1 transfected, 24 h. AID 602396. inhibition, % at 3.6 µM;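 active means inhibition above the mean inhibition of all tested compounds plus 3 SD, cut at about 73% in these data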;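 further: 0% = DMSO wells and 100% = reporter-only cells lacking LRH-1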
* hit, by the source's call; x = no result given. Not all compounds are listed; count on the stated rates, not on these rows.

Below each compound – NCOA3 inh | SRC1 inh | TLR9-MyD88 inh | ABHD5 PLIN5 PPI | SRC2 inh | TROY NFkB inh | COUP-TFII inh | TWEAK Fn14 block | NOD2-RIPK2 inh | Exocytosis inh | LRH-1 inv ag
> CCCc1nnc(NC(=O)c2cn(CC)c3cc(N4CCN(C)CC4)c(F)cc3c2=O)s1
→ -2 | -12 | x | -8 | 7 | -22 | -5 | 7 | -12 | -3 | -32
> COc1ccc(CC(=O)OCC(=O)NCc2ccc(Cl)cc2)cc1
→ 1 | -6 | -8 | 9 | -7 | -24 | -3 | 7 | 7 | -3 | 17
> O=C(Nc1ccccc1)N(CCCN1CCOCC1)Cc1cc2cc3c(cc2[nH]c1=O)OCCO3
→ 18 | -1 | -7 | -1 | 3 | 23 | -10 | 28 | -11 | -1 | 17
> CCOC(=O)N1CCN(C(=O)c2cc(OC)cc(OC)c2)CC1
→ 2 | -36 | -6 | -4 | 13 | -10 | 4 | 5 | -6 | 0 | 16
> CCN1CCN(C(c2ccccc2)c2nnnn2Cc2ccc3c(c2)OCO3)CC1 (stereo not given)
→ -14 | -19 | -9 | -10 | -2 | 16 | 16 | 6 | -9 | 0 | -5
> COCCCN1C(=O)c2ccc(C(=O)NCc3ccco3)cc2C1=O
→ -7 | -17 | -3 | -2 | -37 | -7 | 0 | 0 | 0 | 1 | -16
> Cc1ccc(C)c(N/C(N)=N/c2nc(C)cc(C)n2)c1
→ 18 | 10 | -4 | 5 | 12 | -2 | 10 | -11 | -2 | -1 | 23
> CCN(CC)S(=O)(=O)c1cccc(NC(=O)COC(=O)CCC(=O)c2cccs2)c1
→ -9 | -4 | -4 | -5 | x | 2 | x | 0 | 2 | 0 | -4
> CCOC(=O)c1[nH]c2cc(OC)c(OC)cc2c1NC(=O)CCN1CCSCC1
→ 15 | -3 | 1 | -3 | -21 | -2 | 18 | 5 | 0 | 0 | 6
> CC(C)CSc1ncc(-c2cccc(C(F)(F)F)c2)cn1
→ 9 | 3 | 5 | 2 | -9 | -24 | 0 | 3 | 2 | 2 | -16
> CN1CCc2nc3sc(C(=O)C45CC6CC(CC(C6)C4)C5)c(N)c3cc2C1
→ -5 | 0 | 1 | 14 | 11 | -5 | -2 | 10 | 12 | -1 | 1
> CCOC(=O)c1ccccc1NC(=O)c1n[nH]c(=O)c2ccccc12
→ 2 | 14 | -6 | 2 | -16 | 6 | 7 | 10 | 0 | -1 | 9
> CCC(C)NC(=O)CN1C(=O)NC2(CCOc3ccccc32)C1=O (stereo not given)
→ 7 | -4 | -4 | -11 | -18 | 3 | -2 | -19 | -14 | 7 | -4
> COc1ccc(NC(=O)CN2CCN(S(=O)(=O)c3ccc(Cl)cc3)CC2)cc1Cl
→ 7 | -38 | -2 | 0 | -26 | 0 | -3 | -8 | 4 | 2 | -15
> CN(C)c1ccc(/C=C/C(=O)c2cccnc2)cc1
→ 3 | 2 | 5 | 14 | -23 | -42 | -3 | -4 | 19 | 11 | -20
> CCOC(=O)CN1C(=O)S/C(=C/c2cccc([N+](=O)[O-])c2O)C1=O
→ -6 | 2 | -5 | -8 | -40 | 25 | 20 | -23 | 6 | -3 | -8
> O=S(=O)(c1ccc(Cl)s1)N1CCCc2cccc(O)c21
→ -63 | -100 | -20 | -11 | -30 | -47 | -23 | 0 | -1 | 0 | -108
> COc1ccc([N+](=O)[O-])cc1NC(=O)CCN1CCN(c2ccccc2OC)CC1
→ -1 | 6 | -8 | 2 | -40 | -37 | 1 | 2 | -3 | -5 | -8
> COc1ccc(CC(=O)Nc2ccc(C(=O)Nc3nccs3)cc2)cc1OC
→ 18 | -1 | -3 | 4 | 4 | 18 | -8 | 0 | -12 | -6 | -4
> CCN(CC)/C(=N\S(=O)(=O)c1ccccc1C)c1ccccc1
→ -43 | 4 | -4 | 1 | 4 | -11 | 11 | 7 | -2 | -2 | -28

Full records as entered above. Order of screens: NCOA3 inh | SRC1 inh | TLR9-MyD88 inh | ABHD5 PLIN5 PPI | SRC2 inh | TROY NFkB inh | COUP-TFII inh | TWEAK Fn14 block | NOD2-RIPK2 inh | Exocytosis inh | LRH-1 inv ag
CC(C)CSc1ncc(-c2cccc(C(F)(F)F)c2)cn1 across the screens: 9 | 3 | 5 | 2 | -9 | -24 | 0 | 3 | 2 | 2 | -16
CCN(CC)/C(=N\S(=O)(=O)c1ccccc1C)c1ccccc1 across the screens: -43 | 4 | -4 | 1 | 4 | -11 | 11 | 7 | -2 | -2 | -28

Other compounds
Below each compound – NCOA3 inh | SRC1 inh | TLR9-MyD88 inh | ABHD5 PLIN5 PPI | SRC2 inh | TROY NFkB inh | COUP-TFII inh | TWEAK Fn14 block | NOD2-RIPK2 inh | Exocytosis inh | LRH-1 inv ag
> COc1ccc(NC(=O)CN2CCN(CC(=O)Nc3ccc(OC)c(OC)c3)CC2)cc1
→ 3 | -11 | -2 | -7 | -4 | 3 | 3 | 13 | -3 | 16 | 7
> Cc1nn(-c2ccccc2)c2nc(-c3ccccc3)cc(C(=O)N3CCOCC3)c12
→ 7 | 9 | 12 | 4 | -24 | 1 | -5 | 7 | 3 | 0 | 16
> O=C(CSc1nnc2c(n1)[nH]c1ccccc12)NCc1ccco1
→ 2 | -21 | 10 | 1 | -49 | -10 | 7 | 12 | -3 | -2 | 10
> Cc1cccc(S(=O)(=O)NC(=O)C2(C)CCN2C(=O)Cc2ccsc2)c1 (stereo not given)
→ -12 | 2 | x | 12 | -35 | -5 | 11 | 26 | -2 | 10 | 8
> COc1ccc(NC(=S)NNC(=O)c2ccco2)c(OC)c1
→ -46 | -18 | 5 | 4 | 9 | -31 | -9 | -11 | 3 | -10 | -11
> COc1cccc(C(=O)OCCNC(=O)c2cccnc2)c1
→ 3 | -34 | 4 | 6 | 2 | -13 | 16 | 8 | -5 | -3 | -13
> COCc1cc(C)nc(OCC(=O)N/N=C/c2ccc(OC)c(OC)c2)c1C#N
→ 3 | 10 | 7 | 0 | 16 | -4 | -13 | -19 | 2 | -2 | 5
> COc1ccccc1N1C(=O)c2ccccc2NC1c1ccncc1 (stereo not given)
→ 29 | 3 | 0 | 1 | -11 | 3 | 14 | 1 | -14 | -2 | 4
> O=C(Nc1nc2cc3c(cc2s1)OCCO3)c1cccc(N2C(=O)CCC2=O)c1
→ -57 | -57 | -6 | -2 | -25 | -58 | -24 | 19 | -32 | -4 | -8
> CCC(C(=O)NCCCN1CC(C)CC(C)C1)n1ncn2c(cc3occc32)c1=O (stereo not given)
→ -1 | -2 | -16 | -7 | -14 | -1 | 2 | -17 | -12 | -2 | -14
> CN(C)c1ccc(N=Cc2nc(-c3ccccc3)oc2OC(=O)c2ccccc2)cc1
→ -53 | -88 | 6 | 0 | -34 | -36 | -27 | 26 | 5 | -3 | -76
> c1cncc(-c2noc(CC3CCCCC3)n2)c1
→ -30 | -13 | -1 | 5 | -4 | -73 | -27 | -26 | 3 | 2 | -22
> O=C(CS(=O)(=O)Cc1ccccc1)Nc1ncccn1
→ 1 | -22 | -4 | 0 | -24 | -3 | -14 | 0 | -10 | -1 | -5
> COc1ccc(C(NC(=O)CNC(C)=O)C(=O)Nc2ccc(C(C)C)cc2)cc1 (stereo not given)
→ 4 | 2 | -5 | 0 | -8 | 10 | 11 | 3 | -7 | -6 | 10
> CCN(CC)CCn1c(=N)n(CC(=O)c2ccc(Br)s2)c2ccccc21
→ -1 | -15 | x | 10 | -23 | 2 | -15 | 0 | 5 | 79* | -9
> Cc1ccc(C(=O)Nc2ccc(Cc3ccncc3)cc2)cc1[N+](=O)[O-]
→ 9 | 2 | -4 | 4 | 1 | 39 | 2 | 19 | -6 | 1 | 19
> O=C(C[C@@H]1C/C=C\CCCC(=O)OC[C@@H]2CCCN2C1=O)NCCO
→ 1 | -10 | -1 | -1 | -62 | -2 | 7 | 5 | 0 | 0 | -29
> CCN(CC)CCN(C(=O)C1=COCCO1)c1nc2c(OC)ccc(OC)c2s1
→ 14 | -22 | -8 | 8 | -5 | -14 | -3 | -10 | -8 | 6 | -3
> COc1ccc(CN2C(=O)C(O)(CC(=O)c3ccc4c(c3)OCO4)c3ccccc32)cc1OC (stereo not given)
→ 10 | 2 | -4 | 1 | -2 | 4 | 13 | 7 | -18 | 6 | -11
> Cn1c(N)c(C(=O)COC(=O)Cc2ccsc2)c(=O)n(C)c1=O
→ 11 | -2 | 4 | 10 | -22 | -16 | -14 | -2 | 0 | 4 | 13

Next compounds follow:
| compound | NCOA3 inh | SRC1 inh | TLR9-MyD88 inh | ABHD5 PLIN5 PPI | SRC2 inh | TROY NFkB inh | COUP-TFII inh | TWEAK Fn14 block | NOD2-RIPK2 inh | Exocytosis inh | LRH-1 inv ag |
| --- | --- | --- | --- | --- | --- | --- | --- | --- | --- | --- | --- |
| CCN(C(=O)COC(=O)/C(=C/c1ccccc1)NC(C)=O)c1c(N)n(Cc2ccccc2)c(=O)[nH]c1=O | -25 | 3 | -1 | -7 | -6 | 3 | -1 | -7 | 3 | 2 | 6 |
| COc1ccc(-c2c(-c3ccsc3)oc3c2C(O)CCC3)cn1 (stereo not given) | x | x | x | -2 | 0 | 0 | 0 | 0 | 11 | -6 | 25 |
| CCOC(=O)CSc1nnc(CNC(=O)c2ccc(S(=O)(=O)N3CCCC3)cc2)n1C | -14 | -6 | -14 | -3 | 12 | 3 | 13 | -8 | -14 | -3 | -7 |
| COc1ccccc1CNC1CCCc2ccccc21 (stereo not given) | -9 | 7 | 1 | -5 | 9 | -2 | 12 | -3 | 0 | -6 | 12 |
| CCOc1ccc(CNC(=O)c2ccc3nc(N4CCOCC4)sc3c2)cc1 | -13 | -38 | -5 | 2 | -17 | -9 | -1 | -28 | -10 | -8 | -11 |
| COCCNCCCCOc1ccccc1-c1ccccc1 | 20 | 7 | 3 | 1 | 27 | -12 | -20 | -20 | -6 | -1 | -17 |
| CCn1c(=O)c2c(nc(SCC(=O)N3CCC(C)CC3)n2C)n(C)c1=O | -1 | 2 | -7 | -3 | 2 | 7 | 12 | 8 | -7 | -5 | 13 |

Part of the list above, field by field:
SMILES: COc1ccccc1CNC1CCCc2ccccc21 (stereo not given)
  NCOA3 inh: -9 | SRC1 inh: 7 | TLR9-MyD88 inh: 1 | ABHD5 PLIN5 PPI: -5 | SRC2 inh: 9 | TROY NFkB inh: -2 | COUP-TFII inh: 12 | TWEAK Fn14 block: -3 | NOD2-RIPK2 inh: 0 | Exocytosis inh: -6 | LRH-1 inv ag: 12

SMILES: CCOc1ccc(CNC(=O)c2ccc3nc(N4CCOCC4)sc3c2)cc1
  NCOA3 inh: -13 | SRC1 inh: -38 | TLR9-MyD88 inh: -5 | ABHD5 PLIN5 PPI: 2 | SRC2 inh: -17 | TROY NFkB inh: -9 | COUP-TFII inh: -1 | TWEAK Fn14 block: -28 | NOD2-RIPK2 inh: -10 | Exocytosis inh: -8 | LRH-1 inv ag: -11
